Bioassay records: PubChem, Broad Institute
PRC2 inh: EZH2/PRC2 methyltransferase inhibitors, primary screen, biochemical, DELFIA time-resolved fluorescence, single point; Histone-lysine N-methyltransferase EZH2 (Homo sapiens), Q15910; inhibition, % at 12.5 µM; 0.35% of 57,000 active; PRC2 H3K27 methylation, DELFIA TRF, 1 h; AID 651548, 2012;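 active means mean inhibition of replicates at least 50% and every single replicate also reaching 50%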;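 further: dimethyl H3K27 on biotinylated H3 21-44 peptide detected by antibody; plate controls were median neutral control wells for no effect and median positive control wells for full effect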
Target sequence (Q15910 whole entry, looked up): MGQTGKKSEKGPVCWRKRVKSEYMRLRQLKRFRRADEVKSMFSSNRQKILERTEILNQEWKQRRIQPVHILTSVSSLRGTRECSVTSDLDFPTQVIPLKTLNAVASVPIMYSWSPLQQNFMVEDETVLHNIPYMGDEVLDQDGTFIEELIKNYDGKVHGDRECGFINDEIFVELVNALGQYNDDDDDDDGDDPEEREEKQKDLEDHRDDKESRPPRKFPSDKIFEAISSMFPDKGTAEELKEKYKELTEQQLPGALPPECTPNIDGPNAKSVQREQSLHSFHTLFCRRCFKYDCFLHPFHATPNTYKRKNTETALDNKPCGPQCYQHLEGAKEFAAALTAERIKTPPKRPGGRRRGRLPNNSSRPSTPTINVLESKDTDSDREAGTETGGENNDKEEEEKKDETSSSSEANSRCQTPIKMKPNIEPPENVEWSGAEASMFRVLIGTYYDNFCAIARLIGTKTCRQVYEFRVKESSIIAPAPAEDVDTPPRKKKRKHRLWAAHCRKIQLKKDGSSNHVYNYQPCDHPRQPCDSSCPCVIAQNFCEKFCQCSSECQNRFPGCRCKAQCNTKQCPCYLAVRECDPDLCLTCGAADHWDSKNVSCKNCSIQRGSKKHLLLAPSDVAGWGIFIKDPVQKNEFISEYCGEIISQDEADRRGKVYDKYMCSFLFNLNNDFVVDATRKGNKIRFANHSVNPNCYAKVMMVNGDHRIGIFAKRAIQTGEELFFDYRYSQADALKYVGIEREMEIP
IDH1 mut inh: inhibitors of IDH1 R132H reductase, primary screen, biochemical, plate reader, single point. Isocitrate dehydrogenase [NADP] cytoplasmic (Homo sapiens), O75874. diaphorase/resazurin fluorescence, 60 min. inhibition, % at 10 µM. 0.18% of 70,000 active. AID 624101, 2012; in the data active means inhibition above about 34%;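 further: 0% = DMSO and 100% = no enzyme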
* hit, by the source's call; nt = not tested or not shown. An excerpt, so the mix of outcomes need not match the whole.

Results follow in this order: PRC2 inh	IDH1 mut inh
1) CCCN(C)C[C@H]1OCCCC[C@H](C)Oc2ccc(NC(=O)C3CCCCC3)cc2C(=O)N([C@H](C)CO)C[C@H]1C
    nt	2.9
2) CC(=O)N(C)C[C@@H]1Oc2cc(-c3ccc(C#N)cc3)ccc2S(=O)(=O)N([C@H](C)CO)C[C@@H]1C
    2.1	2.6
3) CCOc1ccc(C(C)=O)cc1CSc1nc(C)cc(C)n1
    5.9	-0.9
4) CCCNC(=O)N1C[C@H](C)[C@H](OC)CN(C)C(=O)c2ccc(NC(=O)CCC)cc2OC[C@H]1C
    3.1	0.3
5) O=C(Nc1ccc(F)cc1)N[C@H]1CC[C@H](CCNS(=O)(=O)c2ccccc2F)O[C@H]1CO
    -7.9	-0.2
6) C[C@@H]1CN([C@@H](C)CO)C(=O)Cc2cc(NS(=O)(=O)c3ccccc3)ccc2O[C@@H]1CN(C)Cc1ccccc1
    nt	0.2
7) COc1ccc(OC(C)c2nc(-c3ccccn3)no2)cc1 (centres undefined)
    3.0	-0.6
8) O=C(N[C@@H]1CC[C@@H](CCNS(=O)(=O)c2ccc(Cl)cc2)O[C@H]1CO)c1cccnc1
    -2.8	0.6
9) C[C@@H]1CN([C@H](C)CO)C(=O)c2cc(NC(=O)Cc3cn(C)c4ccccc34)ccc2O[C@@H]1CN(C)Cc1ccc(C(=O)Nc2ccccc2N)cc1
    -32.2	-0.1
10) C/C=C/c1ccc2c(c1)O[C@@H](CN(C)C(=O)Nc1ccc(C(F)(F)F)cc1)[C@@H](C)CN([C@@H](C)CO)S2(=O)=O
    -21.8	1.5
11) O=C(NCC[C@H]1CC[C@H](NC(=O)C2CCCC2)[C@H](CO)O1)c1ccc(F)cc1
    -8.8	-0.8
12) COc1ccccc1C(=O)Nc1ccc2c(c1)OC[C@H](C)N(C(C)=O)C[C@H](C)[C@@H](OC)CN(C)C2=O
    1.2	0.0
13) C[C@H](CO)N1C[C@H](C)[C@@H](CN(C)S(=O)(=O)c2ccccc2)Oc2ccc(NC(=O)CCC(F)(F)F)cc2CC1=O
    -6.6	-5.0
14) COc1ccc(-n2c(SCC(=O)Nc3ccc(Cl)cc3Cl)nnc2-c2ccccc2)cc1
    1.9	0.2
15) CC1OC(OC(=O)C2=CC3CC(C)(C)CC34C(C)OC(=O)CC24)C(O)C(O)C1O (centres undefined)
    7.1	0.3
16) COC(=O)CCCCCCC(=O)N/N=C/c1ccc(OC)cc1
    16.8	0.1
17) CCOc1cccc(-c2nnc(SCC(=O)Nc3cccc(Cl)c3C)n2C)c1
    12.7	-0.1
18) C/C=C/c1ccc2c(c1)O[C@H](CN(C)Cc1cccc(F)c1)[C@@H](C)CN([C@H](C)CO)S2(=O)=O
    22.4	-0.3
19) Cc1ccc(S(=O)(=O)N(C)C[C@H]2Oc3ccc(NC(=O)NC(C)C)cc3C(=O)N([C@H](C)CO)C[C@H]2C)cc1
    7.0	0.2
20) C=CCNC(=O)[C@@H]1[C@H]2C(=O)O[C@H](c3ccccc3)[C@H](c3ccccc3)N2[C@H](c2ccc(OCCO)cc2)[C@@]12C(=O)Nc1ccc(C#CCC(C(=O)OC)C(=O)OC)cc12
    -10.7	nt
21) O=C(Cn1cc(C(=O)c2cccs2)c2ccccc21)Nc1ccccc1
    3.3	0.7
22) CCC(=O)Nc1ccc2c(c1)OC[C@@H](C)N(Cc1cccnc1)C[C@@H](C)[C@H](OC)CN(C)C2=O
    10.0	0.0
23) CC(NS(=O)(=O)c1ccc(Cl)cc1)C(=O)Nc1cc(Cl)ccc1Oc1ccccc1 (centres undefined)
    29.8	-0.5
24) Cc1noc(C)c1S(=O)(=O)Nc1ccc2c(c1)CC(=O)N([C@H](C)CO)C[C@H](C)[C@@H](CN(C)S(=O)(=O)c1ccc(Cl)cc1)O2
    nt	0.4
25) Cc1nn(Cc2cccc(Oc3ccccc3)c2)c(C)c1NC(=O)NC12CC3CC(CC(C3)C1)C2
    4.2	0.0
26) Cc1ccc(S(=O)(=O)N(C)C[C@@H]2OCCCC[C@H](C)Oc3ccc(NS(=O)(=O)c4cccs4)cc3C(=O)N([C@H](C)CO)C[C@@H]2C)cc1
    nt	-0.7
27) COc1ccc(NC(=O)N(C)C[C@@H]2Oc3ccc(NC(=O)Cc4ccccc4)cc3CC(=O)N([C@H](C)CO)C[C@H]2C)cc1
    5.6	-5.4
28) C[C@@H]1CCCCO[C@H](CN(C)C)[C@H](C)CN([C@H](C)CO)C(=O)c2cc(NC(=O)Cc3ccccc3)ccc2O1
    3.4	-0.1
29) C[C@H]1CN([C@@H](C)CO)C(=O)c2cc(NC(=O)C3CCCCC3)ccc2O[C@@H]1CN(C)Cc1ccccc1
    -11.3	nt
30) COc1ccccc1S(=O)(=O)N[C@H]1C=C[C@H](CC(=O)N2CCN(C)CC2)O[C@H]1CO
    -15.1	0.4

Screen by screen, from the results shown.
IDH1 mut inh, entries 10–21: 1.5, -0.8, 0.0, -5.0, 0.2, 0.3, 0.1, -0.1, -0.3, 0.2, nt, 0.7
PRC2 inh, entries 10–21: -21.8, -8.8, 1.2, -6.6, 1.9, 7.1, 16.8, 12.7, 22.4, 7.0, -10.7, 3.3

Next entries:
Results follow in this order: PRC2 inh	IDH1 mut inh
31) O=C(NCc1nc(-c2ccccc2)no1)c1ccc(Br)o1
    8.6	-0.6
32) CCCC#Cc1cnc2c(c1)C(=O)N([C@@H](C)CO)C[C@@H](C)[C@@H](CN(C)C(=O)CN1CCOCC1)O2
    6.2	0.4
33) COc1ccc(CN2CCC(C)=CC2C)cc1 (centres undefined)
    -8.6	nt
34) CCCC(=O)Nc1ccc2c(c1)C(=O)N(C)C[C@H](OC)[C@@H](C)CN(CC1CCCC1)[C@@H](C)CO2
    6.3	0.0
35) C[C@@H]1CN([C@@H](C)CO)C(=O)c2cc(NC(=O)C3CCCCC3)ccc2O[C@@H]1CN(C)C
    -2.6	-0.1
36) C[C@@H](O)C#Cc1cnc2c(c1)C(=O)N([C@@H](C)CO)C[C@H](C)[C@@H](CN(C)Cc1cccc(F)c1)O2
    3.1	0.5
37) C[C@H](CO)N1C[C@H](C)[C@H](CN(C)Cc2ccccc2F)Oc2ncc(/C=C/c3ccccc3)cc2C1=O
    -13.8	-1.9
38) CCn1c(SCC(=O)Nc2ccc3c(c2)OCCO3)nc2sc(C)c(C)c2c1=O
    -5.5	0.6
39) C[C@H]1CN([C@@H](C)CO)C(=O)CCCn2nncc2CO[C@@H]1CN(C)Cc1ccc(O)cc1
    nt	0.4
40) C[C@H]1CN([C@@H](C)CO)C(=O)Cc2cc(NS(=O)(=O)c3ccc(F)cc3)ccc2O[C@H]1CN(C)S(C)(=O)=O
    nt	0.5
41) C[C@H](CO)N1C[C@H](C)[C@@H](CN(C)Cc2ccc3c(c2)OCO3)OCc2ccccc2-c2ccccc2C1=O
    -7.1	0.2
42) C=CCOC(=O)C1=C[C@H](c2ccc(Br)cc2)[C@@H](CCCO)[C@H](OCC)O1
    3.4	nt
43) CC(C)NC(=O)N(C)C[C@H]1Oc2cc(C#Cc3ccc(F)cc3)ccc2S(=O)(=O)N([C@H](C)CO)C[C@@H]1C
    11.2	-0.2
44) C[C@@H]1CN([C@@H](C)CO)C(=O)c2cc(NC(=O)Nc3ccc4c(c3)OCO4)ccc2O[C@@H](C)CCCCO[C@@H]1CN(C)C(=O)c1ccccc1
    nt	-0.8
45) Cc1noc(C)c1NC(=O)Nc1ccc2c(c1)C(=O)N([C@@H](C)CO)C[C@H](C)[C@H](CN(C)C)OCCCC[C@H](C)O2
    3.4	2.8
46) CCN(CC)CC(=O)Nc1sc2c(c1C(=O)Nc1ccccc1)CCC2
    16.8	0.2
47) CC(C)(C)c1ccc(S(=O)(=O)/C=C/C#N)cc1
    -0.1	82.4*
48) C[C@@H]1CN([C@H](C)CO)C(=O)c2cc(C#CC3CCCC3)cnc2O[C@@H]1CN(C)C(=O)C1CCC1
    0.7	0.1
49) C[C@@H]1CN([C@H](C)CO)C(=O)CCCn2cc(nn2)CO[C@@H]1CN(C)Cc1cccc(C(=O)O)c1
    nt	0.5
50) CO[C@@H]1CN(C)C(=O)c2ccc(NC(=O)Nc3ccc(F)cc3)cc2OC[C@H](C)NC[C@H]1C
    -5.8	0.1
51) O=C(C[C@@H]1C=C[C@@H](NC(=O)Nc2ccc(C(F)(F)F)cc2)[C@@H](CO)O1)NCc1ccccn1
    0.7	0.0
52) Cc1noc(C)c1S(=O)(=O)Nc1ccc2c(c1)C(=O)N([C@@H](C)CO)C[C@H](C)[C@@H](CN(C)C(=O)NC(C)C)O2
    nt	-0.6
53) C[C@H](CO)N1C[C@H](C)[C@@H](CN(C)C(=O)Nc2cccc3ccccc23)Oc2ccc(NS(=O)(=O)c3cn(C)cn3)cc2CC1=O
    nt	0.3
54) C[C@H](CO)N1C[C@H](C)[C@@H](CN(C)C(=O)CC2CC2)Oc2cc(C#CC3CC3)ccc2S1(=O)=O
    9.0	3.5
55) COc1cccc(OCC(=O)Nc2ccc(Cl)cc2C(=O)O)c1
    -1.7	-1.2
56) COc1ccc(CN(C)C[C@H]2Oc3ccc(NC(=O)Nc4ccc5c(c4)OCO5)cc3CC(=O)N([C@@H](C)CO)C[C@H]2C)cc1
    -3.0	0.2
57) NC(=O)CSc1nnc(Cc2ccccc2)n1-c1ccc(Cl)cc1
    10.2	3.2
58) C[C@@H]1CN([C@@H](C)CO)S(=O)(=O)c2ccc(-c3cccnc3)cc2O[C@@H]1CN(C)Cc1ccccn1
    7.7	0.3
59) C[C@H]1CN([C@@H](C)CO)C(=O)c2cc(-c3ccc(F)cc3)cnc2O[C@@H]1CN(C)Cc1cncnc1
    4.0	-0.2
60) COCCOC(=O)N1C(=O)[C@@]2(c3cc(C#Cc4ccc(OC)cc4)ccc31)[C@H](C(N)=O)[C@H]1C(=O)O[C@H](c3ccccc3)[C@H](c3ccccc3)N1[C@@H]2c1ccccc1OCCO
    -18.3	0.3

Complete entries as entered above.
O=C(NCc1nc(-c2ccccc2)no1)c1ccc(Br)o1 reads PRC2 inh: 8.6; IDH1 mut inh: -0.6
C=CCOC(=O)C1=C[C@H](c2ccc(Br)cc2)[C@@H](CCCO)[C@H](OCC)O1 reads PRC2 inh: 3.4; IDH1 mut inh: nt
COc1cccc(OCC(=O)Nc2ccc(Cl)cc2C(=O)O)c1 reads PRC2 inh: -1.7; IDH1 mut inh: -1.2

Continuation.
Results follow in this order: PRC2 inh	IDH1 mut inh
61) COc1ccc(S(=O)(=O)Nc2cccc3c2O[C@H](CN(C)Cc2ccc4c(c2)OCO4)[C@H](C)CN([C@@H](C)CO)C3=O)cc1
    1.2	-2.6
62) C[C@@H]1CCCCO[C@H](CN(C)C(=O)c2ccccc2)[C@H](C)CN([C@@H](C)CO)C(=O)c2cc(NS(=O)(=O)c3ccccc3)ccc2O1
    nt	0.4
63) CNC[C@H]1OCCCC[C@H](C)Oc2ccc(NC(=O)CCC(F)(F)F)cc2C(=O)N([C@H](C)CO)C[C@@H]1C
    -9.2	nt
64) Cc1ccc2nc(N3CCNCC3)c(-n3nc(C)cc3C)nc2c1
    -9.6	0.3
65) CCCNC(=O)Nc1ccc2c(c1)C(=O)N(C)C[C@@H](OC)[C@H](C)CN(Cc1cncnc1)[C@H](C)CO2
    7.9	0.0
66) C[C@@H]1CN([C@@H](C)CO)C(=O)c2cccc(NS(=O)(=O)c3ccccc3)c2O[C@@H]1CN(C)S(=O)(=O)c1cccs1
    nt	-0.7
67) C[C@@H]1CN([C@H](C)CO)S(=O)(=O)c2ccc(-c3ccncc3)cc2O[C@@H]1CN(C)S(C)(=O)=O
    -5.0	5.3
68) C[C@H]1CN([C@@H](C)CO)C(=O)Cc2cc(NS(=O)(=O)c3cn(C)cn3)ccc2O[C@H]1CN(C)Cc1ccc2c(c1)OCO2
    nt	-0.2
69) C/C=C1/[C@H](O[C@@H]2O[C@H](CO)[C@@H](O)[C@H](O)[C@H]2O)OC=C(C(=O)OC)[C@H]1CC(=O)OCCc1ccc(OC(=O)C[C@@H]2C(C(=O)OC)=CO[C@@H](O[C@@H]3O[C@H](CO)[C@@H](O)[C@H](O)[C@H]3O)/C2=C/C)cc1
    60.8*	-0.1
70) COC(=O)c1ccccc1NC(=O)C1CC(c2ccccc2O)=NO1 (centres undefined)
    4.6	-0.3
71) CC(=O)N(C)C[C@H]1Oc2cc(C#Cc3ccc(F)cc3)ccc2S(=O)(=O)N([C@@H](C)CO)C[C@H]1C
    -11.4	-0.6
72) CC(C)NC(=O)Nc1cccc2c1O[C@H](CN(C)C)[C@H](C)CN([C@H](C)CO)C2=O
    -8.9	2.5
73) COc1cc2c(cc1OC)[C@@H]1C(=O)c3ccc4c(c3O[C@@H]1CO2)C=CC(C)(C)O4
    nt	-0.2
74) CC(C)C#Cc1ccc2c(c1)O[C@H](CN(C)Cc1ccncc1)[C@H](C)CN([C@@H](C)CO)S2(=O)=O
    nt	5.6
75) C[C@H](CO)N1C[C@H](C)[C@@H](CN(C)Cc2ccc(C(=O)Nc3ccccc3N)cc2)Oc2ccc(NS(=O)(=O)c3cccs3)cc2C1=O
    -2.3	-0.1
76) CCCN1C[C@H](C)[C@@H](OC)CN(C)C(=O)c2ccc(NC(=O)c3cnccn3)cc2OC[C@H]1C
    -1.1	-0.1
77) Cc1cc(C(=O)O)ccc1NC(=O)C1CC=CCC1C(=O)O (centres undefined)
    -12.1	-0.4
